Screening data from PubChem BioAssay.
pAkt inh = HTS Assay for Inhibitors of Akt Phophorylation: Primary Screen. Neuro2A IGF-stimulated pAkt S473 HTRF, 20 min; active compounds read low. activity change, % for hits at 50 µM. 360,000 tested, 0.32% active; in the data active = activity change below about -80%; inconclusive = mostly about -51% to -80%; note: % is set by controls: 0 for no effect and ±100 for the full control effect
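Neuro2A cells (4,500/well, DMEM with 0.5% FBS) were treated with compound at a single 50 µM final concentration, stimulated with 6 nM IGF for 20 min at 37 °C, and lysed. Phospho-Akt Ser473 was read by HTRF as 665/615 ratio ×10^4.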
HepG2 viability = qHTS for Inhibitors of TGF-b: Cytotox Counterscreen; HepG2 CAGA-GFP viability, ATP luminescence, 18 h; Potency, µM (series often up to 46.1 µM), without a hit: top-dose activity change, negative = cytotoxicity, actives largely listed as cytotoxic; 410,000 tested, 0.76% active; AID 588856, 2011; note: potency is the fitted concentration of half-maximal effect; some results filed as inactive show a strong effect at the top dose
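CellTiter-Glo luminescence gave cytotoxicity after 18 hours at 37 degrees C. The cells were HepG2 CAGA-GFP in 1% FBS DMEM, stimulated with 500 pg/mL TGF-beta after compound addition. %Activity was normalised to no-cell wells (complete cell-killing) and DMSO (no toxicity), and curves were fitted and classified.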
TGFb SMAD3 inh = qHTS for Inhibitors of TGF-b; HepG2 CAGA-GFP TGF-b/SMAD3 reporter, GFP fluorescence, 18 h; TGF-beta stimulated, 500 pg/mL final; Potency, µM (highest dose often 46.1 µM), for inactives: at the highest dose activity, negative = inhibition, usual class: inhibitors; 410,000 tested, 1.2% active; AID 588855, 2011; note: potency is the fitted concentration of half-maximal effect; % is set by controls: 0 for no effect and ±100 for the full control effect; nearly all actives have a fitted effect of over 65% in size
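Inhibition of TGF-beta-driven CAGA-GFP reporter expression in HEPG2 cells is measured by cellular GFP fluorescence after 18 h stimulation with 500 pg/mL recombinant TGF-beta in 1% FBS medium at 37 degrees C.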
A549 tox = Nrf2 qHTS screen for inhibitors: counterscreen for cytotoxicity; A549 ARE-Fluc cells, CellTiter-Fluor viability, 18-24 h; Potency, µM (doses to about 46 µM), inactives show at the highest dose activity change, negative = cytotoxicity, most hits filed as inhibitors; 390,000 tested, 0.16% active; AID 504648, 2011; note: potency is the fitted concentration of half-maximal effect; % is set by controls: 0 for no effect and ±100 for the full control effect
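Cytotoxicity counterscreen: CellTiter-Fluor fluorescence was measured in A549 ARE_Fluc cells after 18-24 h of compound exposure in a concentration series. The subsequent BugLite luminescent read reports ARE-luciferase activity.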
CCT modulator = High-Throughput Screening for Modulators of Cytosolic Chaperonin Activity; purified chaperonin ATPase assay, HTRF ADP detection, 30 min; activity change, % (concentration not given with the values), hits read low; 360,000 tested, 0.3% active; in the data active = activity change below about -30%; note: % is set by controls: 0 for no effect and ±100 for the full control effect
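TRiC at 40 or 20 nM final (batch-dependent) in 30 mM Tris pH 7.4, 100 mM KCl, 5 mM MgCl2, 1 mM DTT, with compound at single 76 uM and 10 uM ATP, 30 min at 37 deg C. ADP detected by HTRF Transcreener, 665/615 ratio.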
Nrf2 ARE act = qHTS of Nrf2 Activators; AREc32 ARE-luciferase reporter (MCF7-derived line), luminescence, 24 h; Potency, µM (highest dose often 46.1 µM), for inactives: at the highest dose activation, actives largely listed as activators; 410,000 tested, 0.31% active; note: potency is the fitted concentration of half-maximal effect; % of control where 0% means no effect; nearly all actives have a fitted effect of over 65% in size
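Each well held 1000 AREc32 cells, which were incubated with compound for 24 hr at 37 deg C after overnight attachment, and ARE reporter activity was quantified by firefly luciferase luminescence.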
Abeta rescue = qHTS for compounds that reverse cellular toxicity of Amyloid beta (A-beta) peptide in yeast: Primary Screen | yeast expressing A-beta42, growth rescue, OD600, 48 h; response scale: 0% DMSO, 100% iron-clioquinol control | Potency, µM (titrated, usually from 46.1 µM), for the others: at the highest dose growth rescue, most hits filed as activators | 410,000 tested, 0.063% active | AID 1347071, 2019; note: potency is the fitted concentration of half-maximal effect; nearly all actives have a fitted effect of over 55% in size
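Yeast growth medium received pinned compounds, then yeast cells expressing toxic A-beta were added; plates incubated at 30 C for 48 hr. Growth read as absorbance at 600 nm, normalized to DMSO and equimolar FeCl3 plus clioquinol controls.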
MmCpn inh = Inhibitors of TCP-1 ring complex (TRiC) of Methanococcus maripaludis (MmCpn): qHTS. Chaperonin Mm-Cpn (Methanococcus maripaludis). purified Mm-Cpn ATPase, ADP Transcreener TR-FRET. Potency, µM (doses to about 76.9 µM), for inactives: top-dose activity, negative = inhibition, usual class: inhibitors. 330,000 tested, 0.031% active; note: potency is the fitted concentration of half-maximal effect; % is set by controls: 0 for no effect and ±100 for the full control effect; nearly all actives have a fitted effect of over 80% in size
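ATP (10 uM final) was added to archaeal chaperonin (25 nM final) after 10 min exposure to test compound at 37°C; after 30 min further incubation, ADP was detected by competitive TR-FRET.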
Nrf2 block = Nrf2 qHTS screen for inhibitors. 360,000 tested, 2.1% active. A549 ARE-Fluc reporter, luciferase luminescence, 18-24 h. Potency, µM (top dose mostly 46 µM), for the others: at the highest dose activity change, negative = inhibition, hits mostly inhibitors; note: potency is the fitted concentration of half-maximal effect; % is set by controls: 0 for no effect and ±100 for the full control effect; nearly all actives have a fitted effect of over 60% in size
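Quantitative HTS in A549 cells stably bearing an antioxidant response element-firefly luciferase construct. Inhibition of Nrf2-driven transcription was scored by luminescence after 18-24 h of compound exposure at 37 °C.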
An asterisk follows results filed as active; i = inactive; u = inconclusive; x = not tested or not shown. Unless noted, calls come from the whole dose curve; as a rule, active = well fitted curve in the direction sought with a large enough effect; inconclusive = small, poorly fitted or top-dose-only effect, or another doubt; inactive = no such curve, though single readings can be large; an effect the other way counts as inactive or inconclusive.

Values in the order: pAkt inh	HepG2 viability	TGFb SMAD3 inh	A549 tox	CCT modulator	Nrf2 ARE act	Abeta rescue	MmCpn inh	Nrf2 block
- Cc1ccc(NC(=O)C(OC(=O)c2cnc(C)cn2)c2ccccc2)c([N+](=O)[O-])c1 (centres undefined)
    i	6%	-7%	-13%	-2.8	0.2%	-9%	1%	5%
- Cc1cc(C(=O)NNC(=O)CN2C(=O)NC(C)(c3ccccc3)C2=O)c(C)o1 (centres undefined)
    i	14%	5%	-1%	-2.3	0.0%	-14%	0%	1%
- O=c1[nH]c(NNC(=S)NC2CCCCC2)nc2c1C1(CCCC1)Cc1ccccc1-2
    i	-59%	-13%	3%	0.6	-0.4%	0%	-2%	u
- COc1ccc(/C=C2\CCc3c2nc2ccccc2c3C(=O)O)cc1OC
    i	9%	1%	u	1.7	-1.0%	-2%	-2%	u
- COCCCNC(=O)Cn1c(=O)n(Cc2ccc(C(=O)NCc3ccc(C)cc3)cc2)c(=O)c2ccccc21
    x	5%	-1%	1%	x	-0.6%	-3%	x	-22%
- Brc1cccc(-c2cnn3c(-c4ccccc4)cc(-c4ccccc4)nc23)c1
    x	-8%	4%	-3%	x	3.6%	-3%	x	10%
- COc1ccc(-n2c(SCC(=O)NCC3CCCO3)nc3c(c2=O)SCC3)cc1 (centres undefined)
    i	-1%	0%	-6%	-3.2	-0.7%	16%	1%	-3%
- CSCC[C@H](NC(=O)Nc1ccccc1C)C(=O)O
    i	3%	4%	1%	1.5	1.8%	-10%	2%	8%
- O=C(Cn1c(=O)n(-c2ccccc2)c(=O)c2sc3ccccc3c21)N1CCCC1
    x	-8%	4%	-9%	x	0.1%	1%	x	-9%
- COc1cc(OC)c(C2C(C(=O)Nc3ccc(C)cc3C)=C(C)Nc3ncnn32)cc1OC (centres undefined)
    i	-16%	-5%	x	1.6	0.2%	18%	2%	-19%
- Cc1ccc(CNC(=O)Cn2c(=O)oc3ccccc32)o1
    i	11%	0%	-3%	-2.6	0.4%	8%	-1%	-4%
- COc1ccc(Cl)cc1NC(=O)Nc1c[nH]c(=O)[nH]c1=O
    x	-1%	-1%	5%	x	5.2%	-5%	x	0%
- CCCCCn1nc(C(=O)OCC(=O)c2c(N)n(C)c(=O)n(C)c2=O)c2ccccc2c1=O
    i	-12%	8%	-7%	-1.1	-0.4%	17%	-4%	-24%
- CC(C)(C)NC(=O)C(c1cccs1)N(C(=O)c1csnn1)c1cccc(F)c1 (centres undefined)
    i	14%	3%	-3%	-1.0	-0.8%	6%	0%	4%
- CCc1cc(C(=O)N2CCN(S(=O)(=O)c3cc(C)ccc3C)CC2)sc1C
    i	-20%	-22%	2%	0.6	-0.5%	26%	1%	13%
- Clc1ncc(CN2CCN(c3ccccc3)CC2)s1
    i	-12%	3%	1%	-2.6	-0.1%	11%	2%	-2%
- COc1ccc(C(=O)NCc2nnc(SCC(=O)Nc3ccccc3F)o2)cc1
    i	5%	-1%	3%	-1.5	-0.3%	-6%	-2%	1%
- O=[N+]([O-])c1cc(-c2ccc(/C=N\n3cnnc3)o2)cc([N+](=O)[O-])c1
    i	-16%	-15%	-6%	0.5	-1.1%	-20%	0%	-19%
- CCCCN(C)C(=O)c1cn(CC)c2ccc(S(=O)(=O)N(C)C)cc2c1=O
    i	1%	13%	0%	-1.2	-1.1%	-5%	1%	-3%
- COCC(=O)Nc1ccc(S(=O)(=O)N2CCCC2)cc1
    i	-27%	-17%	-1%	-2.4	1.1%	-16%	2%	-1%
- COC1=C(Br)C(=O)c2ncccc2C1=O
    i	-52%	u	u	-1.4	-1.4%	7%	x	u
- O=C(NNC(=O)c1ccc(Br)o1)c1csc(N2CCOCC2)n1
    i	-1%	-10%	-1%	-3.2	0.9%	6%	0%	7%
- COc1ccc(S(=O)(=O)Nc2c(C)ccc3nsnc23)cc1OC
    i	0%	11%	9%	-0.8	0.1%	26%	-2%	x
- C/C(=N\Nc1ccc(Cl)c(C(=O)O)c1)c1ccc(N2CCOCC2)cc1
    i	1%	2%	-3%	-0.3	3.8%	-10%	2%	u
- Nc1nccnc1C(=O)OCc1nc2sc3c(c2c(=O)[nH]1)CCCC3
    i	5%	16%	-10%	4.3	2.1%	13%	-2%	-14%
- Cc1cc(C)n2nc(C(=O)Nc3ccc4c(c3)OCO4)nc2n1
    i	-48%	-22%	-7%	-1.0	5.8%	-6%	1%	x
- COc1ccc(OCC(=O)NNC(=O)C(=O)Nc2ccc(C)cc2)cc1
    i	3%	-3%	0%	0.4	0.9%	2%	1%	-6%
- Cc1ccc2occ(C(c3nnnn3C3CCCC3)N3CCN(C(=O)c4ccco4)CC3)c(=O)c2c1 (centres undefined)
    i	-6%	6%	-16%	-2.3	5.9%	-8%	-2%	-21%
- COc1ccc(-c2cc(C(F)(F)F)n3nc(C(=O)Nc4sc5c(c4C(=O)OC(C)C)CCC(C)C5)cc3n2)cc1 (centres undefined)
    x	5%	4%	1%	x	-0.9%	-8%	x	-9%
- Cc1ccc(NC(=O)CN(C)C(=O)COc2cccc3cccnc23)cc1
    i	-28%	u	3%	-0.8	0.7%	12%	1%	-4%

Further compounds:
Values in the order: pAkt inh	HepG2 viability	TGFb SMAD3 inh	A549 tox	CCT modulator	Nrf2 ARE act	Abeta rescue	MmCpn inh	Nrf2 block
- CC(=O)c1ccc(OCC(=O)N2CCCC(Nc3ccc(C)c(C)c3)C2)cc1 (centres undefined)
    i	0%	16%	-10%	-4.1	0.5%	-1%	4%	3%
- CCOc1cc(C(=O)NC(=S)Nn2cnnc2)cc(OCC)c1OCC
    i	-1%	6%	-1%	-2.3	-0.6%	-12%	1%	22%
- O=C(/C=C/c1cc(Br)ccc1F)OCC(=O)N1CCOCC1
    i	-2%	-8%	-3%	0.2	11µM*	2%	2%	-2%
- COc1cc(C(=O)OC(C)CN2C(C)CCCC2C)cc(OC)c1OC (centres undefined)
    i	22%	4%	-9%	-1.6	0.2%	-1%	1%	-11%
- Cc1cccc(C(=O)OCc2cnc(Cl)s2)c1
    i	-5%	-20%	0%	-4.4	-0.1%	-5%	1%	-10%
- CCOC(=O)C1CCCN(c2nc3ccccc3nc2C(C#N)C(=O)OC(C)COC)C1 (centres undefined)
    i	-2%	-5%	-11%	0.1	0.1%	22%	-15%	0%
- COc1ccc(C)cc1S(=O)(=O)Nc1ccncc1
    i	0%	8%	-3%	-3.6	-0.9%	5%	0%	1%
- COc1ccccc1N1CCN(S(=O)(=O)c2ccc(F)c(C(=O)Nc3ccc(C)c(F)c3)c2)CC1
    x	-23%	0%	-1%	x	7.7%	8%	x	x
- CCCCCC1=C(C(=O)OC)C(C(=O)OCC)N(S(=O)(=O)C(F)(F)F)c2ccccc21 (centres undefined)
    i	-2%	u	-10%	-0.9	4.6%	-3%	-1%	-27%
- O=C(CSc1nc2ncc(Cl)cc2[nH]1)c1ccc2c(c1)OCO2
    i	-13%	-12%	-1%	-1.5	-0.5%	2%	-1%	-1%
- CCOc1ccc(/C=C\C(C)=N\O)cc1
    i	-18%	4%	4%	-7.5	4.7%	-15%	1%	u
- CC(C)Nc1nc(NC(C)C)nc(Nn2cnnc2)n1
    i	-15%	5%	8%	-1.1	0.2%	3%	-2%	4%
- CC(C)C(NC(=O)c1ccc(Cl)cc1Cl)C(=O)N1CCC1 (centres undefined)
    i	6%	-1%	5%	-1.1	-1.1%	1%	-1%	5%
- Cc1[nH]n(-c2ccccc2)c(=O)c1CCO
    i	-7%	-5%	0%	-1.0	0.0%	-11%	-1%	3%
- Cc1cc(NS(=O)(=O)c2ccc(NC(=O)COc3ccc(C#N)cc3)cc2)nc(C)n1
    i	9%	-4%	1%	-32*	-0.6%	5%	-3%	-2%
- Cc1ccccc1Cn1c2ccccc2c2cnn(CC(=O)NCc3cccc(Cl)c3)c(=O)c21
    x	1%	5%	0%	x	-0.6%	-1%	x	-24%
- Cc1cc(OC(F)F)ccc1NC(=S)NC1CCCC1
    i	2%	12%	-1%	1.2	-0.5%	13µM*	-3%	-28%
- NS(=O)(=O)c1ccc(CCNC(=O)CN2C(=O)c3ccccc3S2(=O)=O)cc1
    i	11%	16%	3%	-1.3	0.0%	0%	1%	4%
- OC(c1ccccc1)c1nc(-c2cc3ccccc3o2)cs1 (centres undefined)
    i	-13%	u	x	-8.2	4.9%	-12%	x	x
- CCOCCCNC(=O)c1c[nH]c2cc(OC)ccc2c1=O
    i	-19%	-3%	-1%	-1.1	0.0%	-11%	-3%	u
- C=C(C)[C@@H]1CC[C@]2(C(=O)O)CC[C@]3(C)C(CCC4[C@@]5(C)CC[C@H](O)C(C)(C)C5CC[C@]43C)C12 (some centres undefined)
    i	4%	8%	-1%	0.3	0.0%	4%	1%	-3%

Some values from the list:
In A549 tox, Cc1cc(NS(=O)(=O)c2ccc(NC(=O)COc3ccc(C#N)cc3)cc2)nc(C)n1 has the entry 1%
In Nrf2 block, CC(C)Nc1nc(NC(C)C)nc(Nn2cnnc2)n1 has the entry 4%
In HepG2 viability, COc1ccccc1N1CCN(S(=O)(=O)c2ccc(F)c(C(=O)Nc3ccc(C)c(F)c3)c2)CC1 has the entry -23%
